Screening data: PubChem, National Center for Advancing Translational Sciences (NCATS)
HEK293 cAMP cs: parental HEK293 cAMP activation (counter-screen); parental HEK293 CNG cAMP sensor, membrane potential fluorescence; Potency, µM (top dose mostly 57.1 µM), for inactives: at the highest dose activation, hits mostly activators; 73,000 tested, 2.5% active; AID 938; further: potency means the concentration at half of the fitted maximal effect; % of control where 0% means no effect; nearly all actives have a fitted effect of over 55% in size
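Counterscreen for endogenous-receptor signalling: CNG-channel HEK 293 cells report cAMP rise by membrane depolarization. After 60 min dye equilibration with 100 uM RO 20-1724, compounds incubated 30 min before bottom-read fluorescence at 590 nm.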
ALOX15 inhib: blocks human 15-lipoxygenase activity | P16050 | purified 15hLO-1, xylenol orange hydroperoxide absorbance | Potency, µM (doses to about 57.1 µM), for inactives: at the top dose activity change, negative = inhibition, actives largely listed as inhibitors | 74,000 tested, 1.4% active | AID 887; further: potency means the concentration at half of the fitted maximal effect; on the % scale 0 is the no-effect control and ±100 the full control effect; nearly all actives have a fitted effect of over 55% in size
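Inhibition is scored from a chromogenic endpoint. After 15 min enzyme-compound contact, arachidonic acid (50 uM final) reacts 6 min with 40 nM 15hLO-1 at room temperature, then Fe-XO reagent is added for 30 min and absorbance ratio recorded.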
Casp1 inh: blocks human caspase-1 allosterically or competitively; P29466; Caspase-1 enzyme, Ac-WEHD-AFC fluorogenic rate; Potency, µM (top dose mostly 57.5 µM), inactives show at the highest dose activity change, negative = inhibition, hits mostly inhibitors; 75,000 tested, 0.03% active; AID 900;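 further: potency means the concentration at half of the fitted maximal effect; plate controls were vehicle for no effect and no substrate for full effect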
DNA Pol III inh: DNA polymerase III holoenzyme inhibition | reconstituted DNA polymerase III holoenzyme replication, biochemical | Potency, µM (top dose mostly 57.1 µM), without a hit: at the highest dose activity change, negative = inhibition | 71,000 tested, 0.25% active; further: potency means the concentration at half of the fitted maximal effect; on the % scale 0 is the no-effect control and ±100 the full control effect
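Reconstituted *E. coli* holoenzyme (0.35 nM Pol III, 1 nM beta, 154 nM SSB, 2 nM primase) was preincubated with compound for 15 min at RT. Synthesis on 1.4 nM ssM13Gori ran 35 min, then was stopped with PicoGreen/EDTA and read as dsDNA fluorescence.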
Rhodamine fluor: compound autofluorescence in rhodamine spectral region; Rhodamine-region fluorescence, 547/598 nm, Tris buffer; active compounds read high; max dye-equivalent concentration, M; 59,000 tested, 0.05% active; AID 594; in the data active means max dye-equivalent concentration above about 11 nM; inconclusive means between about 1.1 nM and that limit
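Read-out is relative fluorescence at 547 nm excitation and 598 nm emission, expressed as dye-equivalent concentration using rhodamine standards on every plate. Each compound was profiled across a concentration series after 15 min in 100 mM Tris, pH 8.0.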
Caspase-7 inhib: blocks human caspase-7 allosterically or competitively; 75,000 tested, 0.02% active; recombinant caspase-7, Ac-DEVD-AFC fluorescence rate; P55210; Potency, µM (highest dose often 57.5 µM), inactives show at the highest dose activity change, negative = inhibition, most hits filed as inhibitors; active means well fitted inhibition curve with a large enough effect in the main read-out, with a control signal flat, not every such curve was filed as active; inconclusive means small, poorly fitted or top-dose-only effect, or a change in a side signal; further: potency means the concentration at half of the fitted maximal effect; % of control where 0% means no effect
Target sequence (P55210 24-198 limits assumed): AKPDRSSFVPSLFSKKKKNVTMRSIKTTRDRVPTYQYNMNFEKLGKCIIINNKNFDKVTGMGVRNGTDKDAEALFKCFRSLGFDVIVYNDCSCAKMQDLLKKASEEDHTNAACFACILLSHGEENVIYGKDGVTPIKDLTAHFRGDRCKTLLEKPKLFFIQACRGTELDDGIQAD
Target sequence (P55210 207-303 limits assumed): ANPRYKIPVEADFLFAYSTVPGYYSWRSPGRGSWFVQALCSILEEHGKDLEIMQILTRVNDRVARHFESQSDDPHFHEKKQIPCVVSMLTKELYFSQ
BRCT PPI red: inhibitors of human BRCA1 BRCT-phosphoprotein interaction (red fluorophore); 75,000 tested, 0.03% active; BRCT-phosphopeptide binding, red fluorescence polarization; P38398; Potency, µM (series often up to 76.9 µM), inactives show top-dose activity change, negative = inhibition, hits mostly inhibitors; further: on the % scale 0 is the no-effect control and ±100 the full control effect
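Fluorescence polarization: 100 nM His-tagged BRCA1 BRCT with 100 nM TAMRA-labelled phospho-BACH1 decapeptide, phosphate buffer pH 7.3 with 150 mM NaCl, DTT, 0.01% Tween 20; 12 min RT. Binding inhibition seen as FP decrease.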
USP2a inhib: blocks human ubiquitin-specific protease USP2a; 60,000 tested, 0.1% active; AID 927; Potency, µM (series often up to 38.3 µM), without a hit: at the highest dose activity change, negative = inhibition, usual class: inhibitors; USP2a enzymatic assay, qHTS inhibition;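 further: potency means the concentration at half of the fitted maximal effect; nearly all actives have a fitted effect of over 60% in size; plate controls were DMSO for no effect and NEM full inhibition control for full effect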
Target sequence (O75604 whole entry, looked up): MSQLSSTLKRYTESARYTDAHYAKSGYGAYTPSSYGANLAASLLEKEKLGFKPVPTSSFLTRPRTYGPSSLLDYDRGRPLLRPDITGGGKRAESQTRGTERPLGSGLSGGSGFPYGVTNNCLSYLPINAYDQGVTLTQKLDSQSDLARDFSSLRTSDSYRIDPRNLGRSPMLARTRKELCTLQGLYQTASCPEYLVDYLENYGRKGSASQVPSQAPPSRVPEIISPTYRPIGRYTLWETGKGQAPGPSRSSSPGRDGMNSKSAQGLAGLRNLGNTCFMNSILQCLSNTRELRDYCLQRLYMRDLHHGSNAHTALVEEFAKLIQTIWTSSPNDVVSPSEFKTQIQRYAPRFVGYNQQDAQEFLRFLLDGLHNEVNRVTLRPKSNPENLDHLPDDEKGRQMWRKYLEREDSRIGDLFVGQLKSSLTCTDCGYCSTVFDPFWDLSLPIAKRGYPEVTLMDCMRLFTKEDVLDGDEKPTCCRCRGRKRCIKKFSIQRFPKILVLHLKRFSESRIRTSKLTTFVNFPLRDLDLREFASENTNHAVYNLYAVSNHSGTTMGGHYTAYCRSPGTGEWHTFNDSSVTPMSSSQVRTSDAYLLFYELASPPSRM
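Inhibition is measured in a cell-free coupled assay with 20 nM USP2 core, 20 nM Ub-PLA2 and 20 uM NBD C6-HPC, 2.5 h incubation. Activity normalized to NEM control.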
Tau filament bind: binders of human tau filaments | P10636 | recombinant tau filaments, thioflavin S fluorescence, 15 h; filaments grown with octadecylsulfate alongside compound | Potency, µM (titrated, usually from 57.1 µM), without a hit: top-dose activity change, negative = inhibition | 71,000 tested, 2% active | AID 596;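 further: potency means the concentration at half of the fitted maximal effect; on the % scale 0 is the no-effect control and ±100 the full control effect; actives lower thioflavin S fluorescence by blocking filaments or displacing dye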
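Read-out: ThS fluorescence, 450 nm excitation/510 nm emission; lower signal marks blocked filament formation or displaced dye. Tau at 1 uM with 30 uM ODS, 10 uM ThS, 5 mM DTT, 100 mM NaCl, 10 mM HEPES pH 7.4; 15 h, 37 C.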
HADH2 inhib: inhibitors of human HADH2 dehydrogenase. Q99714. recombinant HADH2, NADH fluorescence, beta-hydroxybutyryl-CoA. Potency, µM (doses to about 57.1 µM), for the others: at the top dose activity change, negative = inhibition, actives largely listed as inhibitors. 73,000 tested, 3.4% active; further: potency means the concentration at half of the fitted maximal effect; on the % scale 0 is the no-effect control and ±100 the full control effect; nearly all actives have a fitted effect of over 60% in size; many of its hits are not listed in these tables
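Buffer 100 mM Tris-HCl pH 9.0/0.01% Tween-20; HADH2 20 nM; NAD+ 1 mM; beta-hydroxybutyryl-CoA 90 uM (all final). 15 min cpd preincubation, RT.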
BRCT inh green: blocks human BRCA1 BRCT binding to phosphopeptide, green readout. AID 875. P38398. Potency, µM (titrated, usually from 76.9 µM), inactives show top-dose activity change, negative = inhibition, usual class: inhibitors. BRCA1 BRCT-phosphopeptide binding, green fluorescence polarization. 75,000 tested, 0.05% active;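 further: potency means the concentration at half of the fitted maximal effect; plate controls were peptide without protein for full effect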
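Compounds were incubated for 12 min at room temperature with a complex of 100 nM fluorescein-tagged pBACH1 decapeptide and 250 nM His-tagged BRCT protein. Buffer was phosphate pH 7.3 with EDTA, DTT and Tween 20. Disruption of binding lowers the polarization signal.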
* = called active by the depositor; i = inactive; ? = inconclusive; . = not tested or not shown; [ ] = another dose, or the depositor's remark. Unless noted, the call rests on the fitted dose curve; in most records, active means well fitted curve in the direction sought with a large enough effect; inconclusive means small, poorly fitted or top-dose-only effect, or another doubt; inactive means no such curve, though single readings can be large; an effect the other way counts as inactive or inconclusive.

The line under a structure holds: HEK293 cAMP cs, ALOX15 inhib, Casp1 inh, DNA Pol III inh, Rhodamine fluor, Caspase-7 inhib, BRCT PPI red, USP2a inhib, Tau filament bind, HADH2 inhib, BRCT inh green
1	CC(=O)c1cccc(S(=O)(=O)N(Cc2cc3cc4c(cc3[nH]c2=O)OCCO4)CC2CCCO2)c1 (stereo not drawn)
  -17%, -4%, -2%, -5%, i, -2%, 0.0%, 6%, 0%, 15%, 0.0%
2	CCc1ccccc1NC(=O)COC(=O)C1CC(=O)N(c2ccc(F)cc2)C1 (stereo not drawn)
  9%, 7%, 0%, -9%, i, 1%, 1.2%, 5%, -5%, 6%, -3.5%
3	CC(C)(C)c1ccccc1OCC(=O)NCCC(=O)O
  3%, 4%, -1%, -6%, i, 0%, 0.9%, -12%, 2%, 9%, 1.3%
4	Cc1ccc(-c2cc(C(=O)NCc3ccco3)no2)cc1
  5%, 0%, -5%, -8%, i, -1%, 0.4%, 0%, 72%, 4%, -3.5%
5	COc1ccc(-c2cc(C(F)(F)F)n3nc(C(=O)Nc4cc(C)on4)cc3n2)cc1OC
  3%, 8%, 0%, 8%, i, -3%, 1.5%, 25%, 1.6µM*, 10%, -4.0%
6	COc1cc(OC)c(C2N(c3ccc(Cl)c(Cl)c3)C(=O)C3CCCN32)cc1OC (stereo not drawn)
  -5%, -1%, -2%, 10%, i, 2%, 0.0%, 26%, -9%, -4%, -1.2%
7	COc1cccc(-n2cc3c(=O)n(C)c(=O)n(C)c3c2)c1
  4%, -3%, -3%, 0%, i, -3%, -0.9%, 11%, -16%, -8%, -0.9%
8	CS(=O)(=O)c1ccc(Cl)c(NC(=O)COC(=O)CNC(=O)c2ccc(Br)o2)c1
  -4%, -4%, 0%, -1%, i, 6%, -0.7%, 7%, 0%, 4%, 0.4%
9	C=CCOc1cccc(C2C(C(=O)c3ccco3)=C(O)C(=O)N2Cc2ccncc2)c1 (stereo not drawn)
  9%, 0%, -2%, -3%, i, 1%, 0.6%, 24%, -10%, -19%, -1.1%
10	Cc1nn2cc(-c3ccccc3)nc2s1
  -17%, 25µM*, -2%, -2%, i, 1%, -1.7%, -3%, 4%, -11%, -2.3%

The list goes on.
The line under a structure holds: HEK293 cAMP cs, ALOX15 inhib, Casp1 inh, DNA Pol III inh, Rhodamine fluor, Caspase-7 inhib, BRCT PPI red, USP2a inhib, Tau filament bind, HADH2 inhib, BRCT inh green
11	CCc1ccccc1N(CC(=O)N1CCN(c2ccccc2)CC1)S(C)(=O)=O
  16%, 1%, -1%, -9%, ., -1%, 0.1%, 9%, 15%, 0%, -1.5%
12	CC(=O)N1CC=CC1(CC(C)C)C(=O)O (stereo not drawn)
  5%, 6%, 4%, -4%, ., -1%, 1.1%, ., 0%, 5%, -1.2%
13	Cc1ccc(C(=O)Nc2ccccc2N2CCN(C(=O)C(C)C)CC2)cc1C
  ?, -14%, -4%, -4%, i, 0%, 1.1%, ., -9%, 10%, 0.6%
14	Cc1[nH]nc2c1C(C(C)C)C(C#N)=C(N)O2 (stereo not drawn)
  8%, -11%, -2%, 5%, i, -1%, -0.9%, 1%, 1%, -2%, -1.4%
15	O=C(CN1CCC(O)(c2ccc(F)cc2)CC1)NCc1ccc(F)cc1
  -4%, -8%, -1%, -1%, i, 0%, -1.0%, 7%, -12%, 18%, -1.0%
16	Nc1nc2n(n1)C(c1ccco1)CC(c1ccc(Cl)cc1)N2 (stereo not drawn)
  22%, 14%, -2%, -4%, i, -1%, -0.8%, 4%, 8%, -4%, -3.2%
17	CCOC(=O)c1cc2n(c1C)-c1ccccc1C2=O
  0%, -3%, -2%, -6%, i, -1%, 0.0%, 2%, -21%, 5%, -2.7%
18	COC(=O)c1ccc(NC(=O)Cn2nc(SC)n(N)c2=S)cc1
  -5%, -2%, -2%, -6%, i, 1%, 1.0%, -2%, 5%, 10%, 0.7%
19	CCn1c(=O)c2cc(C(=O)Nc3cc(C)on3)sc2c2ccccc21
  4%, -6%, 2%, 1%, ., 0%, 0.4%, ., 252%, 11%, -1.3%
20	CC(C)CCC[C@@H](C)[C@@H]1CC[C@@H]2[C@H]3CC[C@H]4C[C@@H](N)CC[C@@]4(C)[C@@H]3CC[C@]21C
  4%[11.4 µM], 7%[11.4 µM], 1%[11.5 µM], 4%[11.4 µM], i, -3%[11.5 µM], 0.4%[15.4 µM], ., -2%[11.4 µM], 7%[11.4 µM], -1.1%[15.4 µM]

7 neighbouring compounds already listed, for reference:
The line under a structure holds: HEK293 cAMP cs, ALOX15 inhib, Casp1 inh, DNA Pol III inh, Rhodamine fluor, Caspase-7 inhib, BRCT PPI red, USP2a inhib, Tau filament bind, HADH2 inhib, BRCT inh green
14	Cc1[nH]nc2c1C(C(C)C)C(C#N)=C(N)O2 (stereo not drawn)
  8%, -11%, -2%, 5%, i, -1%, -0.9%, 1%, 1%, -2%, -1.4%
15	O=C(CN1CCC(O)(c2ccc(F)cc2)CC1)NCc1ccc(F)cc1
  -4%, -8%, -1%, -1%, i, 0%, -1.0%, 7%, -12%, 18%, -1.0%
16	Nc1nc2n(n1)C(c1ccco1)CC(c1ccc(Cl)cc1)N2 (stereo not drawn)
  22%, 14%, -2%, -4%, i, -1%, -0.8%, 4%, 8%, -4%, -3.2%
17	CCOC(=O)c1cc2n(c1C)-c1ccccc1C2=O
  0%, -3%, -2%, -6%, i, -1%, 0.0%, 2%, -21%, 5%, -2.7%
18	COC(=O)c1ccc(NC(=O)Cn2nc(SC)n(N)c2=S)cc1
  -5%, -2%, -2%, -6%, i, 1%, 1.0%, -2%, 5%, 10%, 0.7%
19	CCn1c(=O)c2cc(C(=O)Nc3cc(C)on3)sc2c2ccccc21
  4%, -6%, 2%, 1%, ., 0%, 0.4%, ., 252%, 11%, -1.3%
20	CC(C)CCC[C@@H](C)[C@@H]1CC[C@@H]2[C@H]3CC[C@H]4C[C@@H](N)CC[C@@]4(C)[C@@H]3CC[C@]21C
  4%[11.4 µM], 7%[11.4 µM], 1%[11.5 µM], 4%[11.4 µM], i, -3%[11.5 µM], 0.4%[15.4 µM], ., -2%[11.4 µM], 7%[11.4 µM], -1.1%[15.4 µM]

(further entries)
The line under a structure holds: HEK293 cAMP cs, ALOX15 inhib, Casp1 inh, DNA Pol III inh, Rhodamine fluor, Caspase-7 inhib, BRCT PPI red, USP2a inhib, Tau filament bind, HADH2 inhib, BRCT inh green
21	CC(=O)OC(C)(C)N=Nc1ccc(Br)cc1
  7%[11.4 µM], ., ., -4%[11.4 µM], i, ., ., ., -7%[11.4 µM], -8%[11.4 µM], .
22	COc1cccc(-c2cc(C(=O)N3CCN(Cc4ccccc4)CC3)no2)c1
  16%, -11%, -2%, -1%, i, -17%, -0.2%, -3%, -11%, -1%, 1.1%
23	O=C(Oc1cccc(-n2cnnn2)c1)c1sc2ccccc2c1Cl
  13%, 1%, -2%, -7%, i, 2%, 0.6%, 0%, -4%, 2%, -0.8%
24	Nc1nc(=O)n(C2OC(CO)C(O)C2O)cc1Cl (stereo not drawn)
  ., 5%, -2%, ., ., 1%, 1.1%, -4%, ., ., -1.5%
25	O=C(O)Cn1c(-c2cscn2)nc2ccccc21
  6%, 6%, 2%, -10%, i, -1%, 0.4%, -1%, 3%, -13%, -1.4%
26	O=C(Nc1ccccc1)N1CC2(CCN(C(=O)c3cc(C(F)(F)F)cc(C(F)(F)F)c3)CC2)C1
  21%, 3%, -1%, -8%, i, 0%, -1.7%, 64%[activator], 1%, 1%, -2.1%
27	O=c1c2[nH]c3cccc(Cl)c3c2ncn1CCN1CCCCC1
  7%, 5%, 0%, -6%, i, -2%, -0.9%, 8%, -4%, 2%, 1.6%
28	CC(=O)Oc1cc2c(C(=O)NCCCN3CCOCC3)c(C)oc2c2ccccc12
  20%, -6%, -3%, -3%, i, -6%, 1.0%, 29%, ?, -2%, -0.4%
29	O=C1C=CC(=O)c2c(O)c(Cl)c(Cl)c(O)c21
  ., 1µM*, 3%, ., ., 2%, ?, ?, ., ., ?
30	CCOC(=O)c1c(C2CC2)csc1NC(C)=O
  13%, -3%, 0%, -6%, i, 0%, -1.3%, -1%, -4%, 11%, -2.4%
31	CCN(Cc1ccccc1)C(=O)CSc1nc(C)cc2c1C(=O)OC2
  18%, 4%, 0%, 3%, i, 0%, -2.4%, 9%, 1%, -3%, -0.1%
32	Fc1ccc(-c2nnc3ccc(N4CCCC4)nn23)cc1
  0%, 15%, 2%, -6%, ., -3%, -2.6%, ., 51%, 24%, -0.8%

An excerpt. The share of hits here may be higher or lower than overall.
